# Screening data deposited in PubChem BioAssay by National Center for Advancing Translational Sciences (NCATS).
# Vif-A3G inh: Vif-A3G binding inhibition. HeLa A3G-eYFP + Vif (tagged APOBEC3G with the HIV-1 protein that degrades it), YFP fluorescence, overnight. Potency, µM (series often up to 46.1 µM), without a hit: at the highest dose activity, negative = active, hits mostly inhibitors. 410,000 compounds, 0.076% hits. AID 602310;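 note: % is set by controls: 0 for no effect and ±100 for the full control effect; nearly all actives have a fitted effect of over 60% in size; hits raise eYFP signal because A3G escapes Vif-driven loss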
#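 HeLa cells stably expressing Vif and C-terminally eYFP-tagged A3G, seeded overnight at 37 deg C, then exposed to compound by pintool overnight at 37 deg C. Rise in yellow fluorescence (Ex 488/Em 500-530, Acumen) marks blocked Vif-driven A3G degradation.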
# IDH1 R132H inh: blocks human mutant IDH1 R132H enzyme | O75874 | AID 602179 | IDH1-R132H enzyme, NADPH consumption, diaphorase/resazurin fluorescence | Potency, µM (doses to about 76.6 µM), without a hit: top-dose activity change, negative = inhibition, hits mostly inhibitors | 390,000 compounds, 0.093% hits; note: % is set by controls: 0 for no effect and ±100 for the full control effect; nearly all actives have a fitted effect of over 65% in size
#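 IDH1-R132H (0.5 ug/mL dispensed) in pH 7.5 Tris buffer was preincubated 30 min with compound, then given a substrate mix of 0.016 mM NADPH and 2 mM alpha-KG for 80 min at room temperature; remaining NADPH was read by diaphorase/resazurin fluorescence.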
# RXFP1 ag: agonists of human relaxin receptor RXFP1. 370,000 compounds, 0.3% hits. HEK293T-RXFP1 cAMP TR-FRET, 30 min; response scale: percent of porcine relaxin response, buffer zero. Q9HBX9. Potency, µM (top dose mostly 57.5 µM), without a hit: at the highest dose activation, usual class: activators; note: % is set by controls: 0 for no effect and ±100 for the full control effect; nearly all actives have a fitted effect of over 60% in size; many of its hits are not listed in these tables
# Target sequence (Q9HBX9 whole entry, looked up): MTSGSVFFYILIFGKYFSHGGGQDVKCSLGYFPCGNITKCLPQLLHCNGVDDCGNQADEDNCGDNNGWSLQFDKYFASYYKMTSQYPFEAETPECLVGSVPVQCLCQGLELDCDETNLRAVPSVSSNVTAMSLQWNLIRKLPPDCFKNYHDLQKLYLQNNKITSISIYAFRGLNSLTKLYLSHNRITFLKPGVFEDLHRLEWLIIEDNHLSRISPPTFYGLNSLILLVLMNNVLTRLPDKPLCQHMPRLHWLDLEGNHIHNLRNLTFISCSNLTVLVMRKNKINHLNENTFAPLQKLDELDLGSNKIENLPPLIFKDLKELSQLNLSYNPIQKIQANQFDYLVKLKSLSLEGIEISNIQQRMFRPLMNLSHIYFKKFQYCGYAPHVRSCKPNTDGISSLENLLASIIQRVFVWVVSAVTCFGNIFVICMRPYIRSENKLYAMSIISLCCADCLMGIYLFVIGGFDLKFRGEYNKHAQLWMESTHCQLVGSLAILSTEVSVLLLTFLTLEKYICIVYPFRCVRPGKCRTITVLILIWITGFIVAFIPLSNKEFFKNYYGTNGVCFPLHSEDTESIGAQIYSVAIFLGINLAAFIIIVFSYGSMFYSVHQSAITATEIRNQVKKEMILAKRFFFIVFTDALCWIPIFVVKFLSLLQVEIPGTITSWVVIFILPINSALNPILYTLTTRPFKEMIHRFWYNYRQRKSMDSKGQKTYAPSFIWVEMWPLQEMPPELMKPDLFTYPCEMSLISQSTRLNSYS
#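 HEK293T cells stably expressing RXFP1 were pretreated with the PDE4 inhibitor Ro 20174, exposed to compounds for 30 min at 37C, lysed, and cAMP was read by TR-FRET. Data normalized to buffer (basal) and 29 nM porcine relaxin (100%).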
# USP1 inh: inhibitors of human USP1/UAF1 deubiquitinase; O94782; recombinant USP1/UAF1, Ub-Rhodamine cleavage fluorescence; AID 743255; Potency, µM (top dose mostly 57.1 µM), inactives show top-dose activity change, negative = inhibition, most hits filed as inhibitors; 390,000 compounds, 0.23% hits; note: % is set by controls: 0 for no effect and ±100 for the full control effect; nearly all actives have a fitted effect of over 60% in size; inactives centre near -12
#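 1 nM enzyme complex + cpd, 15 min RT; start with Ub-Rho 150nM final; kinetic fluorescence ex 480/em 540, 6 reads q60 s. Buffer 50mM HEPES pH 7.8, 0.5mM EDTA, 0.1 mg/ml BSA, 1mM TCEP, 0.01% Tween-20.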
# TrxR1 inh: blocks rat thioredoxin reductase 1; 390,000 compounds, 1% hits; recombinant rTrxR1, NADPH fluorescence consumption, selenite substrate; O89049; AID 588453; Potency, µM (doses to about 114 µM), for the others: at the top dose activity change, negative = inhibition, hits mostly inhibitors; note: % is set by controls: 0 for no effect and ±100 for the full control effect; nearly all actives have a fitted effect of over 65% in size
#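 Rat TrxR1 (90 nM in the dispensed reagent) was pre-reduced with 400 uM NADPH for 5 min at room temperature, then incubated with compound for 15 min. After 400 uM selenite was added, NADPH fluorescence (Ex 340/Em 450 nm) was followed for 8 min.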
# Vif-APOBEC3F blk: blocks the Vif interaction with APOBEC3F; 390,000 compounds, 0.2% hits; Potency, µM (doses to about 46.1 µM), inactives show top-dose activity, negative = active; AID 602313; HeLa A3F-eYFP + Vif (tagged APOBEC3F with the HIV-1 protein that degrades it), YFP fluorescence increase; note: % of control where 0% means no effect; nearly all actives have a fitted effect of over 65% in size
#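 HeLa cells stably expressing A3F-eYFP plus Vif, plated and incubated overnight at 37 deg C, then exposed to compounds overnight at 37 deg C. Blocked degradation read as raised yellow fluorescence (Ex 488/Em 500-530).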
# ALOX12 inh: ALOX12 (human) lipoxygenase inhibition. AID 1671190. 580,000 compounds, 1.1% hits. Potency, µM (top dose mostly 108 µM), for inactives: top-dose activity change, negative = inhibition, hits mostly inhibitors. purified 12hLO, xylenol orange hydroperoxide absorbance; note: % is set by controls: 0 for no effect and ±100 for the full control effect
#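 Purified human 12hLO at 150 nM in 25 mM Hepes, 0.01% Triton X-100, pH 7.0, preincubated 15 min at room temperature with compound. Reaction started with 40 uM arachidonic acid, 30 min at room temperature. Hydroperoxide measured by Fe-xylenol orange, 573/405 nm absorbance ratio.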
# TrxR1 substrate: rat thioredoxin reductase 1 substrate activity. purified TrxR1 substrate turnover, NADPH consumption readout. Potency, µM (highest dose often 114 µM), without a hit: at the highest dose activity change, negative = substrate turnover. AID 588456. O89049. 390,000 compounds, 0.01% hits; note: % is set by controls: 0 for no effect and ±100 for the full control effect; nearly all actives have a fitted effect of over 50% in size
#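 Rat TrxR1, dispensed at 90 nM, was prereduced with 400 uM NADPH (final) for 5 min at ~22 deg C, then incubated with compound 15 min before 400 uM selenite. A first-read NADPH fluorescence drop versus no-compound background flagged substrates.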
# RGS4 inh: human RGS4 inhibition; P49798; Transcreener GDP fluorescence polarization, RGS4-accelerated GTP hydrolysis; Potency, µM (series often up to 114 µM), for inactives: top-dose activity change, negative = inhibition, hits mostly inhibitors; 390,000 compounds, 0.039% hits; AID 504845; note: % is set by controls: 0 for no effect and ±100 for the full control effect; nearly all actives have a fitted effect of over 75% in size; some results filed as inactive show a strong effect at the top dose
# Target sequence (P49798 whole entry, looked up): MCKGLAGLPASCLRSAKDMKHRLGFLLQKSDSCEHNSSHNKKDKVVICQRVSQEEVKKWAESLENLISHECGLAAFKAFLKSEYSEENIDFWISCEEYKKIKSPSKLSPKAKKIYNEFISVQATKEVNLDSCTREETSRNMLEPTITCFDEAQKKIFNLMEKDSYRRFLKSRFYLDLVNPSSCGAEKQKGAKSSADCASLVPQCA
#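 MLSMR compounds (23 nl, pin-transferred) preincubated 10 min at room temperature with a 500nM (2x) first reagent, then RGS4 at 900nM (2x) plus Transcreener GDP mix added; fluorescence polarization (620/688 nm) read before and after 90 min at 30 °C.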
# Starred values were filed as active, the others as inactive; ? = inconclusive; · = no result given; & = joins results of further samples; [ ] = remark or other dose. Calls come from the whole dose curve; as a rule, active = well fitted curve in the direction sought with a large enough effect; inconclusive = small, poorly fitted or top-dose-only effect, or another doubt; inactive = no such curve, though single readings can be large; an effect the other way counts as inactive or inconclusive. Potency is the fitted concentration of half-maximal effect. Some of the compounds tested; count on the stated rates, not on these rows.
# Letters: A = Vif-A3G inh; B = IDH1 R132H inh; C = RXFP1 ag; D = USP1 inh; E = TrxR1 inh; F = Vif-APOBEC3F blk; G = ALOX12 inh; H = TrxR1 substrate; I = RGS4 inh
(1) O=C1CC(c2ccccc2)CC(O)=C1C=NCCc1ccccc1 (stereo not given)
  A: -0.9%; B: 0.1%; C: 2.1%; D: -12.9%; E: 11.5%; F: -12.3%; G: 0.2%; H: 5.2%; I: -25.7%

(2) CCOc1ccc(S(=O)(=O)Nc2cccc(C(=O)N3CCN(c4ccccc4O)CC3)c2)cc1
  A: 0.0%; B: -26.8%; C: -0.8%; D: -8.5%; E: 10.1%; F: 0.8%; G: 0.0%; H: -3.7%; I: -15.0%

(3) COc1ccc(CC(=O)OCC(=O)Nc2ccc3[nH]c(=O)[nH]c3c2)cc1OC
  A: -1.4%; B: 5.9%; C: ·; D: -20.2%; E: ·; F: 0.4%; G: ?; H: ·; I: ·

(4) COc1ccccc1NC(=O)COC(=O)Cc1c[nH]c2ccccc12
  A: -1.8%; B: 0.0%; C: 2.2%; D: -10.4%; E: 3.8%[57.1 µM]; F: -3.0%; G: -3.6%; H: 4.0%[57.1 µM]; I: -11.0%

(5) Cc1ccc(Cn2c(SCCN3CCCCC3)nc3c2c(=O)[nH]c(=O)n3C)cc1
  A: 3.2%; B: 0.0%; C: -0.1%; D: -23.0%; E: 15.7%[57.1 µM]; F: -1.5%; G: ?; H: 5.6%[57.1 µM]; I: ?

(6) CC[C@]12c3[nH]c4cc(CCC(=O)N(C)C)ccc4c3CCN1C(=O)[C@@H](CC(=O)NCCC1=CCCCC1)C[C@@H]2C(=O)N1CCN(C(=O)C2CC2)CC1
  A: 3.0%; B: 0.2%; C: ·; D: ?; E: 15.9%; F: -0.8%; G: -0.5%; H: 5.0%; I: -1.7%

(7) CCOc1ccc(NC(=O)Cn2c(=O)oc3ccccc32)cc1
  A: -2.9%; B: 1.0%; C: 0.2%; D: -16.0%; E: -1.4%; F: ·; G: 160.2%[activator]; H: -4.0%; I: 9.2%

(8) CC1CCN(C(=O)CSc2ccc(-c3ccc4c(c3)OCCO4)nn2)CC1
  A: -7.4%; B: -5.4%; C: 1.5%; D: -24.5%; E: 1.1%[57.1 µM]; F: 3.3%; G: -10.6%; H: 1.1%[57.1 µM]; I: -2.0%

(9) COc1cc2c(cc1OC)C(C(=O)N1CCCCC1)C(c1ccccc1F)N(C)C2=O (stereo not given)
  A: 0.1%; B: -0.2%; C: 0.3%; D: -9.5%; E: 6.9%[57.1 µM]; F: -10.6%; G: 4.8%; H: 11.9%[57.1 µM]; I: 16.4%

(10) O=[N+]([O-])c1ccc(N2CCCCC2)cc1
  A: 2.3%; B: 13.5%; C: -0.1%; D: -4.9%; E: 27.8%[57.1 µM]; F: 5.6%; G: 91.9%[activator]; H: -2.4%[57.1 µM]; I: -10.4%

# Given with values under each structure: 4 of the compounds above.
# Each structure is followed by: Vif-A3G inh | IDH1 R132H inh | RXFP1 ag | USP1 inh | TrxR1 inh | Vif-APOBEC3F blk | ALOX12 inh | TrxR1 substrate | RGS4 inh
5) Cc1ccc(Cn2c(SCCN3CCCCC3)nc3c2c(=O)[nH]c(=O)n3C)cc1
  3.2% | 0.0% | -0.1% | -23.0% | 15.7%[57.1 µM] | -1.5% | ? | 5.6%[57.1 µM] | ?
6) CC[C@]12c3[nH]c4cc(CCC(=O)N(C)C)ccc4c3CCN1C(=O)[C@@H](CC(=O)NCCC1=CCCCC1)C[C@@H]2C(=O)N1CCN(C(=O)C2CC2)CC1
  3.0% | 0.2% | · | ? | 15.9% | -0.8% | -0.5% | 5.0% | -1.7%
7) CCOc1ccc(NC(=O)Cn2c(=O)oc3ccccc32)cc1
  -2.9% | 1.0% | 0.2% | -16.0% | -1.4% | · | 160.2%[activator] | -4.0% | 9.2%
8) CC1CCN(C(=O)CSc2ccc(-c3ccc4c(c3)OCCO4)nn2)CC1
  -7.4% | -5.4% | 1.5% | -24.5% | 1.1%[57.1 µM] | 3.3% | -10.6% | 1.1%[57.1 µM] | -2.0%

# Exported with each value named: entries from further up.
5	Cc1ccc(Cn2c(SCCN3CCCCC3)nc3c2c(=O)[nH]c(=O)n3C)cc1
  Vif-A3G inh: 3.2%	IDH1 R132H inh: 0.0%	RXFP1 ag: -0.1%	USP1 inh: -23.0%	TrxR1 inh: 15.7%[57.1 µM]	Vif-APOBEC3F blk: -1.5%	ALOX12 inh: ?	TrxR1 substrate: 5.6%[57.1 µM]	RGS4 inh: ?
3	COc1ccc(CC(=O)OCC(=O)Nc2ccc3[nH]c(=O)[nH]c3c2)cc1OC
  Vif-A3G inh: -1.4%	IDH1 R132H inh: 5.9%	RXFP1 ag: ·	USP1 inh: -20.2%	TrxR1 inh: ·	Vif-APOBEC3F blk: 0.4%	ALOX12 inh: ?	TrxR1 substrate: ·	RGS4 inh: ·

# Later entries.
# Letters: A = Vif-A3G inh; B = IDH1 R132H inh; C = RXFP1 ag; D = USP1 inh; E = TrxR1 inh; F = Vif-APOBEC3F blk; G = ALOX12 inh; H = TrxR1 substrate; I = RGS4 inh
(11) O=C(Nc1cccc(S(=O)(=O)N2CCCCC2)c1)C1COc2ccccc2O1 (stereo not given)
  A: 10.3%; B: 8.4%; C: ·; D: ?; E: 14.4%; F: 3.2%; G: ?; H: -0.8%; I: -12.2%

(12) COc1cc(OC)c2ccc(=O)oc2c1C(CCN1CCN(c2ccccc2)CC1)c1ccc2c(c1)OCO2 (stereo not given)
  A: 2.1%&0.3%; B: -10.5%; C: 0.0%; D: -22.3%; E: 14.1%; F: -4.3%; G: -27.1%; H: 7.8%&5.8%[57.1 µM]; I: -21.2%&-7.6%

(13) Cc1cccc(/N=C2/NC(=O)C(Cc3ccccc3)S2)n1 (stereo not given)
  A: -0.2%; B: -9.5%; C: ?; D: -8.9%; E: 17.3%; F: 0.8%; G: -0.4%; H: -2.5%; I: 5.7%[11.4 µM]

(14) COc1ccc(S(=O)(=O)N2CCOCC2)cc1NC(=O)CSc1nnc(C2CC2)n1C
  A: -0.2%; B: -7.1%; C: ·; D: -11.8%; E: 33.0%; F: -3.0%; G: -5.8%; H: 0.5%; I: 6.5%

(15) Cc1cc(NC(=O)c2ccco2)ncc1NC(=O)Cc1ccccc1
  A: -5.6%; B: 5.2%; C: 0.5%; D: -3.1%; E: -21.1%; F: 2.8%; G: 0.0%; H: -12.7%; I: -10.7%

(16) CCOc1ccc(C/C(N)=N/n2cnnc2)cc1
  A: -1.0%; B: 0.1%; C: -0.2%; D: -2.6%; E: 21.6%; F: -0.5%; G: 2.6%[57.4 µM]; H: 12.4%; I: 15.8%

(17) Cc1ccccc1CNC(=O)COc1ccccc1
  A: 1.6%; B: 4.6%; C: 0.7%; D: -3.5%; E: 15.3%; F: 0.1%; G: 81.1%[activator]; H: 2.0%; I: 5.3%

(18) Cc1ccc(C2NC(c3ccc(C)cc3)C(C)C(=O)C2C)cc1 (stereo not given)
  A: -1.5%; B: -5.3%; C: -0.5%; D: -17.8%; E: 17.4%; F: -0.8%; G: 0.0%; H: 2.2%; I: 26.5%

(19) Cc1ccc(Cn2c(N3CCNCC3)nc3c2c(=O)[nH]c(=O)n3C)cc1
  A: -1.2%; B: 0.7%; C: -0.7%; D: 2.6%; E: -13.8%; F: 0.9%; G: 7.4%; H: -3.6%; I: 25.8%

(20) CCOC(=O)C1=NOC(Cn2cc(C#N)c(=O)n(C)c2=O)C1 (stereo not given)
  A: -0.7%; B: 20.7%; C: 1.9%; D: -16.3%; E: 3.6%[57.1 µM]; F: 10.6%; G: -15.6%; H: 0.8%[57.1 µM]; I: 21.0%
